HttQ103 aggreg: mutant huntingtin aggregation inhibition; Potency, µM (doses to about 46.1 µM), for inactives: at the top dose activity change, negative = inhibition, most hits filed as inhibitors; PC12 HttQ103-GFP aggregates, Acumen cytometry, 40 h; 1.1% of 220,000 active; also: potency is read from the fitted curve at half-maximal effect; % is scaled to controls: 0 for no effect and ±100 for the full control effect; nearly all actives have a fitted effect of over 60% in size
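Inducible Q103 Huntingtin exon 1–GFP PC12 line, 1500 cells/well in phenol red free DMEM with 5% equine and 5% calf serum. Tebufenozide 100 nM induced expression; compounds titrated; aggregates quantified by cytometry.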
CBFb-RUNX1 inh: blocks binding between human CBF-beta and RUNX1 | 230,000 tested, under 10 active | Q01196+Q13951 | AlphaScreen CBFb-His/RUNX1-biotin binding, biochemical | AID 1477 | Potency, µM (highest dose often 59.8 µM), for inactives: at the highest dose activity, negative = inhibition, actives largely listed as inhibitors; also: % of control where 0% means no effect
Target sequence (Q01196 whole entry, looked up): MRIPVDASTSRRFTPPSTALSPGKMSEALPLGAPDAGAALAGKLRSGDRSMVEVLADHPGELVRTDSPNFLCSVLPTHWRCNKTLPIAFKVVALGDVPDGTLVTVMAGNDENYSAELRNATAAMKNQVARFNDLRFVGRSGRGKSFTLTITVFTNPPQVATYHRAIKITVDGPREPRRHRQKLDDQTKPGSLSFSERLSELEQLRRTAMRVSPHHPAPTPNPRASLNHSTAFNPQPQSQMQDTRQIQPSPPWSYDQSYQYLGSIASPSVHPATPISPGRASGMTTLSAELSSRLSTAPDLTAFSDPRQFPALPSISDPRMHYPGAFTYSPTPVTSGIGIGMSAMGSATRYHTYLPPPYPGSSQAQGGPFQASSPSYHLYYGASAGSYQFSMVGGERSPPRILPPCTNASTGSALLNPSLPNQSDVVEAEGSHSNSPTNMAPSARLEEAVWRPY
Target sequence (Q13951 whole entry, looked up): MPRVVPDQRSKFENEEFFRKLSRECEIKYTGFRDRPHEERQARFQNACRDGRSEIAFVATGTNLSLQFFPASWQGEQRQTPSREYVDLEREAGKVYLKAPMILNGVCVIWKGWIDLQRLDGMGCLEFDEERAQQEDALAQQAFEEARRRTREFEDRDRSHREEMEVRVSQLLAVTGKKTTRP
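Compounds were screened at multiple concentrations against a preformed CBF-beta(His)/RUNX1(biotin) complex (30 nM of each) for 15 min at room temperature, followed by 90 min with nickel and streptavidin beads and AlphaScreen reading.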
GAA glycogen mod: inhibitors or activators of human alpha-glucosidase glycogen cleavage. recombinant GAA, glycogen substrate, Amplex Red glucose oxidase fluorescence. 0.38% of 300,000 active. P10253. Potency, µM (top dose mostly 76.4 µM), for inactives: at the top dose activity change, negative = inhibition, most hits filed as inhibitors;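 also: potency is read from the fitted curve at half-maximal effect; 0% = full enzyme reaction and -100% = no-enzyme basal signal; the screen sought inhibitors and activators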
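Recombinant human alpha-glucosidase (4 nM final) hydrolysed bovine liver glycogen (30 ug) for 40 min at 37 C in pH 5.0 citrate/phosphate with 0.01% Tween-20. Released glucose detected by glucose oxidase/Amplex Red, Ex 573/Em 610 nm. Compounds up to 77 uM; AC50 from Hill fits.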
HTT cytoprotect: Huntington cell model cytoprotection by ATP luminescence; PC12 HTT-Q103 induced, cytoprotection, ATP luminescence, 40 h; Potency, µM (titrated, usually from 56.4 µM), inactives show cytoprotection (ATP increase), most hits filed as activators; 0.14% of 230,000 active;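 also: potency is read from the fitted curve at half-maximal effect; % of control where 0% means no effect; nearly all actives have a fitted effect of over 45% in size; toxic huntingtin expression switched on by the ecdysone agonist tebufenozide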
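Stable PC12 Q103-GFP cells in serum-supplemented, phenol red-free DMEM; induction by tebufenozide at 100 nM final; compound dose series; cell viability quantified luminescently from ATP.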
GAA inh: blocks human lysosomal alpha-glucosidase; Potency, µM (series often up to 76.9 µM), without a hit: top-dose activity change, negative = inhibition, hits mostly inhibitors; 0.005% of 200,000 active; purified human GAA, 4-MU-alpha-glucoside fluorescence; P10253; AID 1466;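 also: potency is read from the fitted curve at half-maximal effect; plate controls were uninhibited enzyme wells for no effect and no-enzyme background for full effect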
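Enzyme (4 nM final) mixed with compound (up to 77 uM), then 4-MU-alpha-D-pyranoside (400 uM final) added; 20 min at room temperature, pH 5.0. Reaction stopped at pH 10, fluorescence read, AC50 derived by Hill fit.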
GAA spleen mod: inhibitors or activators of human alpha-glucosidase in spleen homogenate; P10253; human spleen homogenate, 4-MU-alpha-glucoside fluorescence; Potency, µM (titrated, usually from 79.9 µM), inactives show at the highest dose activity change, negative = inhibition, actives largely listed as inhibitors; 0.006% of 240,000 active; AID 2112;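 also: potency is read from the fitted curve at half-maximal effect; 0% = enzyme with vehicle and -100% = no enzyme basal signal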
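Compounds were titrated against alpha-glucosidase in spleen homogenate at pH 5.0, with 1 mM 4-methylumbelliferyl substrate for 40 min at 37 C. Reactions were quenched with pH 10 NaOH/glycine and fluorescence measured.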
LMNA splice mod: modulators of lamin A splicing; HeLa LMNA splicing GFP/RFP minigene ratio, 48 h; AID 1487; 0.01% of 200,000 active; Potency, µM (titrated, usually from 46.1 µM), inactives show at the top dose ratio change, negative = inhibition, actives largely listed as inhibitors; active = well fitted inhibition curve with a large enough effect in the signal ratio, with a control signal flat, not every such curve was filed as active; inconclusive = small, poorly fitted or top-dose-only effect, or effect the other way, or a change in a side signal; the % refers to the signal ratio; also: potency is read from the fitted curve at half-maximal effect; % is scaled to controls: 0 for no effect and ±100 for the full control effect
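Read-out is the ratio of GFP to DsRed2 object intensity, acquired by 488 nm laser-scanning cytometry on HeLa lamin A-EGFP minigene reporter cells. Compound incubation 48 hrs at 37 °C in Opti-MEM with 2% FBS; DMSO 0.5% final.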
Starred values were filed as active, the others as inactive; ? = inconclusive; . = not tested or not shown; & = joins results of further samples; [ ] = remark or other dose. Unless noted, calls follow the shape of the dose curve; as a rule, active = well fitted curve in the direction sought with a large enough effect; inconclusive = small, poorly fitted or top-dose-only effect, or another doubt; inactive = no such curve, though single readings can be large; an effect the other way counts as inactive or inconclusive.

Compound,HttQ103 aggreg,CBFb-RUNX1 inh,GAA glycogen mod,HTT cytoprotect,GAA inh,GAA spleen mod,LMNA splice mod
CCc1ccc(OCCOCC(O)CN(CCO)CCO)cc1 (centres undefined),-14.5%,21.6%,3.2%,5.9%[10 µM],-8.5%,4.0%,-2.0%
Cc1cc(Cl)c(S(=O)(=O)NC(C(=O)O)C(C)C)cc1OCC(=O)NC1CCCCC1 (centres undefined),0.9%,-4.5%,6.4%,14.3%,-0.6%,1.7%,0.1%
COc1cccc(NC(=O)CCS(=O)(=O)c2cccs2)c1,20.1%,-4.0%,-4.2%,-5.0%,-0.9%,-5.0%,7.3%
CCOC(=O)Cn1c(CN(Cc2ccccc2)Cc2ccccc2)nc2c1c(=O)[nH]c(=O)n2C,14.2%,1.5%,-0.4%,-0.1%,-7.2%,-3.7%,14.7%
CCOC(=O)c1cc2[nH]c3ccccc3c2[n+](-c2ccc([N+](=O)[O-])cc2)c1N,5.5%,-5.3%,-1.3%,-4.2%[10 µM],-8.3%,4.0%,-16.7%
COc1cc2[nH]c(-c3ccc(C)cc3)cc(=O)c2cc1OC,2.7%,-7.8%[89.1 µM],4.6%,-133.2%[inhibitor],-1.2%,-5.6%[119 µM],-4.2%
COc1c(NC(C)=O)c2ccccc2c2ccccc12,16.9%[9.22 µM],10.8%,0.0%,3.1%&43.0%[10 µM],.,8.7%,.
COCCCNC(=O)c1ccc(CS(=O)(=O)c2ccc(Br)cc2)o1,5.8%,-5.9%,-21.5%,3.0%,?,2.7%,-15.1%
COc1ccc(C(=O)OCn2nnc3ccccc3c2=O)cc1[N+](=O)[O-],1.0%,-5.6%,-12.0%,-46.5%[inhibitor],-31.7%,-8.7%,11.1%[46 µM]
COc1ccc(NC(=S)Nc2ncccc2C)cc1OC,6.1%,-0.5%,?,.,7.7%,-0.6%,?
Cc1ccc(/C=C/C(=O)N2CCc3ccccc3C2)cc1,-29.4%,1.9%,3.0%,-21.5%[10 µM],-9.9%,-5.7%,6.1%
CC1(C(=O)O)CCC(C(=O)NC2CCCCC2)C1(C)C (centres undefined),2.9%,-0.3%,5.1%,-7.5%,2.3%,-1.3%,11.7%
O=C(Nc1nccs1)C(NS(=O)(=O)c1ccc(Br)s1)c1ccccc1 (centres undefined),-4.8%,-7.8%,12.1%,2.6%,-1.7%,-6.3%,-3.8%
COc1ncc2nc(-c3ccc(F)cc3)c(=O)n(C3CC3)c2n1,.,.,.,-4.3%,.,-3.5%,0.9%
CCCn1c(NC(=O)c2cccc(C)c2C)nc2ccccc21,6.31µM*,-1.7%,8.0%,-56.7%[inhibitor],?,0.6%,-19.0%
COc1ccc(CN2CCN(C3CCOCC3)CC2CCO)c(C)c1C (centres undefined),-3.9%[9.22 µM],2.1%,12.4%,0.7%[10 µM],3.0%,-6.7%,12.2%[46 µM]

An excerpt from above in order of SMILES length, high to low:
Compound,HttQ103 aggreg,CBFb-RUNX1 inh,GAA glycogen mod,HTT cytoprotect,GAA inh,GAA spleen mod,LMNA splice mod
COc1ccc(C(=O)OCn2nnc3ccccc3c2=O)cc1[N+](=O)[O-],1.0%,-5.6%,-12.0%,-46.5%[inhibitor],-31.7%,-8.7%,11.1%[46 µM]
O=C(Nc1nccs1)C(NS(=O)(=O)c1ccc(Br)s1)c1ccccc1 (centres undefined),-4.8%,-7.8%,12.1%,2.6%,-1.7%,-6.3%,-3.8%
COc1ccc(CN2CCN(C3CCOCC3)CC2CCO)c(C)c1C (centres undefined),-3.9%[9.22 µM],2.1%,12.4%,0.7%[10 µM],3.0%,-6.7%,12.2%[46 µM]
CC1(C(=O)O)CCC(C(=O)NC2CCCCC2)C1(C)C (centres undefined),2.9%,-0.3%,5.1%,-7.5%,2.3%,-1.3%,11.7%
Cc1ccc(/C=C/C(=O)N2CCc3ccccc3C2)cc1,-29.4%,1.9%,3.0%,-21.5%[10 µM],-9.9%,-5.7%,6.1%

New compounds follow.
Compound,HttQ103 aggreg,CBFb-RUNX1 inh,GAA glycogen mod,HTT cytoprotect,GAA inh,GAA spleen mod,LMNA splice mod
Cc1[nH]c2ccccc2c1C1(O)C(=O)N(C(C)C)c2ccccc21 (centres undefined),3.3%,-5.8%,7.0%,8.1%,2.6%,-23.6%,-4.4%
Cc1ccccc1-n1c(-c2ccc3ccccc3n2)n[nH]c1=S,-0.9%[9.22 µM],-0.4%,-12.2%,-0.4%[10 µM],.,-3.0%,.
CCOC(=O)/C(=C/c1ccccc1)NC(=O)c1ccco1,3.8%,-2.5%,1.7%,0.5%[10 µM],-1.2%,-0.6%,-12.6%
CC1(C)CC(NC(=O)C(=O)NCCc2ccc(Cl)cc2)CC(C)(C)N1,11.8%,5.5%,-5.6%,-20.7%,-2.6%,-2.4%,-2.8%[46 µM]
CN(C)NC(=S)Nc1ccc2nc(-c3ccccn3)c(-c3ccccn3)nc2c1,5.4%,4.1%,?,-11.7%[10 µM],2.8%,-8.7%,-9.7%
CCc1ccc(NS(=O)(=O)c2ccc3[nH]cc(C(=O)NCC4CCCO4)c(=O)c3c2)cc1 (centres undefined),-25.2%,1.5%,1.3%,-14.7%,-1.8%[15.4 µM],-1.3%,?
CCOC(=O)CN1CCS(=O)(=O)CC1,0.4%,8.3%,12.1%,-26.5%,3.9%,-2.5%,.
Cc1cc(C=C2C(=O)c3ccccc3C2=O)c(C)n1-c1ccc(C(=O)O)cc1,9.9%[9.22 µM],2.5%,3.0%,25.2%[10 µM],.,-4.6%,.
CSc1cnc2c(=O)[nH]c(=O)n(C)c2n1,18.7%,1.8%,9.5%,.,-8.0%,-7.1%,-8.3%
O=C(Nc1ccccc1)C(c1ccccc1)C1CCCC1 (centres undefined),8.9%,13.6%,-4.5%,2.8%[10 µM],-3.3%,-7.9%,?
O=C(CCc1ccc(S(=O)(=O)N2CCCCC2)cc1)c1nnc(-c2ccccc2)o1,5.6%,-2.1%,-3.7%,-82.6%[inhibitor],-4.3%,-1.3%,-10.0%
CCOC(=O)c1[nH]c(C)c(C(=O)OCc2c(C)noc2C)c1C,-8.4%,4.2%,2.0%,-0.1%,-7.3%,-1.7%,-7.6%
CC1NC(C)(C)Cc2c1ccc1ccccc21 (centres undefined),-13.5%[9.22 µM],3.1%,18.1%,7.7%[10 µM],13.6%,-5.9%,9.8%[46 µM]
Cc1ccc(Nc2nc(CSc3nnnn3-c3ccccc3)cc(=O)[nH]2)cc1,-21.0%,-8.1%,2.4%,6.5%,-7.8%,1.5%,?
O=C(Nc1ccc(NC(=O)c2cccs2)cc1)c1ccc2c(c1)OCCO2,2.2%[9.22 µM],4.1%,2.3%,-18.1%[10 µM],.,6.2%,.
Cc1ccc2ccccc2c1[N+](=O)[O-],.,7.4%[21.7 µM],.,1.0%,.,-3.8%,.
CC(=O)c1ccc(-c2cc([C@H]3[C@H]4C=CC[C@@H](C)[C@@H]4C(=O)N3Cc3ccccc3)ccc2F)cc1,13.8%[9.22 µM],16.5%,-1.0%,-19.7%[10 µM],.,-5.4%,.
Cc1cccc(NC(=O)C2CC(=O)n3cnnc3S2)c1 (centres undefined),4.0%,4.5%,-1.3%,-30.0%,-2.0%,-1.6%,-6.6%
CC(=O)c1cnc(Nc2nc(C)c3ccccc3n2)nc1C,-1.9%,10.6%,-0.8%,-6.1%,-7.1%,1.1%,4.1%
CCN(CC)c1cnn(C/C(=N\OC)c2ccc(Cl)cc2)c(=O)c1Br,-23.2%,0.4%,5.1%,9.1%,-8.9%,-5.2%,6.8%
O=C(CSCc1ccc(Cl)cc1)N/N=C/c1ccc(Cl)cc1Cl,-31.1%,2.3%,3.0%,4.7%,2.8%,-0.1%,?
O=C(N/N=C/c1cccs1)c1cc(C2CC2)nc2ccccc12,-26.9%,-24.8%,8.2%,-20.6%[10 µM],-1.8%,-3.6%,?
COc1cccc(OCCNC(=O)c2ccccc2Sc2ccccc2C#N)c1,-19.7%,4.5%,8.8%,1.7%[10 µM],?,-4.9%,?
O=C(O)c1cc(NN=Nc2ccc(Br)cc2)cc([N+](=O)[O-])c1,23.0%[9.22 µM],4.1%,4.7%,-22.8%[10 µM],3.9%[15.4 µM],9.3%,.
O=C(O)CONC(=O)c1cc(OCC(F)(F)F)ccc1OCC(F)(F)F,-15.6%,9.6%,11.6%,-1.4%,3.7%,-4.9%,-3.9%
O=C(COc1ccccc1)Nc1ccc2c(c1)nc1n2CCOC1,0.6%,-2.6%,-0.6%,-17.5%,4.1%,-6.0%,8.5%
O=C(Nc1ccc(Br)cc1)c1cccc(S(=O)(=O)Nc2cnc3ccccc3c2)c1,?,-6.0%,-5.7%,18.1%[10 µM],-10.7%,3.4%,?
Cc1ccc(OCC(=O)NCc2ccccn2)cc1,-9.2%,-13.4%,1.4%,-16.1%,3.5%,-2.5%,-1.9%
CCOc1ccccc1C(=O)N(CN1CCCC1=O)c1cccc(Cl)c1,20.9%,4.5%,6.3%,12.6%[0.074 µM],-2.1%,-1.4%,-4.6%
COCCNC(=O)c1sc2nc(-c3ccccc3)cn2c1C,-0.7%,1.0%,-2.7%,-11.2%,-1.7%,-1.4%,1.8%
COc1ccc(-n2cc(C(=O)O)c(=O)cc2C)cc1,-0.3%,-5.8%,-6.6%,-49.0%[inhibitor],-3.2%,10.8%,?
Cc1ccc(NC(=O)CN(C)S(=O)(=O)c2ccc(Br)s2)cc1F,-4.8%,-6.4%,-8.2%,.,-8.8%,-1.4%,?
NC(=O)c1ccc(C(F)(F)F)n(Cc2ccc(F)c(F)c2)c1=O,-3.4%,5.9%,-5.8%,17.9%,-11.4%,3.3%,.
CSc1ncccc1C(=O)OCC(=O)N(C)C,4.8%,3.5%,-1.6%,-12.7%,10.4%,-2.1%,2.4%[9.22 µM]

Rows were taken by chance; overall some 1.5% were active at least once.
